# Screening data: PubChem BioAssay, National Center for Advancing Translational Sciences (NCATS)
# HepG2 viability: qHTS for Inhibitors of TGF-b: Cytotox Counterscreen | HepG2 CAGA-GFP viability, ATP luminescence, 18 h | Potency, µM (top dose mostly 46.1 µM), for inactives: at the top dose activity change, negative = cytotoxicity, hits mostly cytotoxic | 410,000 tested, 0.76% active | AID 588856, 2011; further: some results filed as inactive show a strong effect at the top dose
#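 CellTiter-Glo luminescence gave cytotoxicity after 18 hours at 37 degrees C. The cells were HepG2 CAGA-GFP in 1% FBS DMEM, stimulated with 500 pg/mL TGF-beta after compound addition. %Activity was normalised to no-cell wells (complete cell-killing) and DMSO (no toxicity), and curves were fitted and classified.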
# A549 viability: Nrf2 qHTS screen for inhibitors: counterscreen for cytotoxicity. A549 ARE-Fluc cells, CellTiter-Fluor viability, 18-24 h. Potency, µM (doses to about 46 µM), without a hit: top-dose activity change, negative = cytotoxicity, actives largely listed as inhibitors. 390,000 tested, 0.16% active; further: on the % scale 0 is the no-effect control and ±100 the full control effect
#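 A549 ARE_Fluc cells in 5% FBS OPTI-MEM were exposed to compounds in concentration-response for 18-24 h at 37 deg C. Viability was read by CellTiter-Fluor fluorescence (Ex 405/Em 525) after 30 min, before the luciferase read.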
# TGFb inhibitor: qHTS for Inhibitors of TGF-b | Potency, µM (top dose mostly 46.1 µM), for the others: at the highest dose activity, negative = inhibition, hits mostly inhibitors | HepG2 CAGA-GFP TGF-b/SMAD3 reporter, GFP fluorescence, 18 h; TGF-beta stimulated, 500 pg/mL final | AID 588855, 2011 | 410,000 tested, 1.2% active; further: on the % scale 0 is the no-effect control and ±100 the full control effect; nearly all actives have a fitted effect of over 65% in size
#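 Inhibition of TGF-beta-driven CAGA-GFP reporter expression in HEPG2 cells is measured by cellular GFP fluorescence after 18 h stimulation with 500 pg/mL recombinant TGF-beta in 1% FBS medium at 37 degrees C.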
# Nrf2 block: Nrf2 qHTS screen for inhibitors; A549 ARE-Fluc reporter, luciferase luminescence, 18-24 h; Potency, µM (top dose mostly 46 µM), for inactives: top-dose activity change, negative = inhibition, hits mostly inhibitors; 360,000 tested, 2.1% active; further: on the % scale 0 is the no-effect control and ±100 the full control effect; nearly all actives have a fitted effect of over 60% in size
#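 Nrf2 function is reported as luminescence of an ARE-controlled luciferase in A549 cells. Compounds were tested at several concentrations, and a CellTiter-Fluor read on the same wells flagged cytotoxicity.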
# ATXN2 expr inh: Primary qHTS for Inhibitors of ATXN expression; HEK-293 ATXN2-luciferase reporter, luminescence, 24 h; 360,000 tested, 0.72% active; Potency, µM (titrated, usually from 57 µM), without a hit: at the highest dose activity change, negative = inhibition, hits mostly inhibitors; further: on the % scale 0 is the no-effect control and ±100 the full control effect; nearly all actives have a fitted effect of over 55% in size
#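 qHTS (up to 57 uM final) was run with 24 h compound exposure of reporter cells at 37 °C. Each well was multiplexed: SteadyGlo luminescence measured ATXN2-luciferase expression after a fluorogenic Gly-Phe-AFC viability readout (25 uM final).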
# ATXN viability: Viability Counterscreen for Primary qHTS for Inhibitors of ATXN expression. 400,000 tested, 0.49% active. AID 651635, 2014. Potency, µM (doses to about 56.7 µM), actives largely listed as cytotoxic. S2 cells (HEK-293 line with an ATXN2-luciferase reporter) viability, CellTiter-Fluor protease fluorescence, 24 h; further: nearly all actives have a fitted effect of over 40% in size
# Nrf2 ARE act: qHTS of Nrf2 Activators; AREc32 ARE-luciferase reporter (MCF7-derived line), luminescence, 24 h; Potency, µM (highest dose often 46.1 µM), inactives show at the highest dose activation, most hits filed as activators; 410,000 tested, 0.31% active; AID 624171, 2012; further: % of control where 0% means no effect; nearly all actives have a fitted effect of over 65% in size
#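 ARE activation measured as luciferase luminescence (Steady-Glo, 30 min RT) in AREc32_Fluc cells after 24 hr compound exposure at 37 deg C, 5% CO2; cells seeded overnight at 1000/well in OPTI-MEM, 5% FBS.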
# EPAC2 antagonist: qHTS for Antagonist of cAMP-regulated guanine nucleotide exchange factor 2 (EPAC2): primary screen. Rap guanine nucleotide exchange factor 4 (Homo sapiens), Q8WZA2. EPAC2 GEF exchange of Rap1B-BODIPY-GDP, fluorescence. Potency, µM (highest dose often 114 µM), for the others: at the highest dose activity, negative = inhibition, most hits filed as inhibitors. 360,000 tested, 0.18% active. AID 720708, 2013; further: on the % scale 0 is the no-effect control and ±100 the full control effect; nearly all actives have a fitted effect of over 45% in size; many of its hits are not listed in these tables
# Target sequence (Q8WZA2 whole entry, looked up): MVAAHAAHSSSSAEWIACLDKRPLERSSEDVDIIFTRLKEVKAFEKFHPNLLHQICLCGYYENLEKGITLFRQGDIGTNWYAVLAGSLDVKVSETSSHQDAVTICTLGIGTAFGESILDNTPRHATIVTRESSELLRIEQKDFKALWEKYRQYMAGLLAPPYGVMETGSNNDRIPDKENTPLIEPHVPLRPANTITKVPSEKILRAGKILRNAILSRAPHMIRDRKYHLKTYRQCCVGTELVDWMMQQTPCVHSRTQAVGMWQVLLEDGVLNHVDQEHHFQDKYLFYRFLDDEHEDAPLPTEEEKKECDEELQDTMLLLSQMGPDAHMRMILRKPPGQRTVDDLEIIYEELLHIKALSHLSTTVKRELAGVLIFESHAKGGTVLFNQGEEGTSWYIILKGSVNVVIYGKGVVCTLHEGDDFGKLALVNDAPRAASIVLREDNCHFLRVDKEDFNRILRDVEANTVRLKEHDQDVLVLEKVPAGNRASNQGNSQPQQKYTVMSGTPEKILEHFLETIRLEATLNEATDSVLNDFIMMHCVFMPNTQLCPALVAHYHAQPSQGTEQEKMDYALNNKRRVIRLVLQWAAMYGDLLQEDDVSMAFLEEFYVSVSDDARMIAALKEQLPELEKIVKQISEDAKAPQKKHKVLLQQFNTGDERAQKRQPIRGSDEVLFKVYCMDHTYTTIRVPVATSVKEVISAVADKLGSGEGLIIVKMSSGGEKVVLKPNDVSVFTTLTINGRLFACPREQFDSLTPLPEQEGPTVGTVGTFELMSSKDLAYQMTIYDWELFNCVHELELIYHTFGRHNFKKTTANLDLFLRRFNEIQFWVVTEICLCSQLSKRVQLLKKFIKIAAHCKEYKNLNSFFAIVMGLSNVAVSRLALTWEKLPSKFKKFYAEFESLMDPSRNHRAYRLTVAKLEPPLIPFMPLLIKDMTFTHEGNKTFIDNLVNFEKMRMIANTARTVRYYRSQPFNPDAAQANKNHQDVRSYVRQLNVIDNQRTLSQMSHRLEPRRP
# MCF10A rereplic: A quantitative high throughput screen for small molecules that induce DNA re-replication in MCF 10a normal breast cells; MCF 10A DNA re-replication, Hoechst nuclear intensity, 48 h; Potency, µM (doses to about 46.1 µM), without a hit: at the highest dose activity, positive = re-replication, most hits filed as activators; 350,000 tested, 2.9% active; further: % of control where 0% means no effect; nearly all actives have a fitted effect of over 50% in size
# Active calls of the source: *; i = inactive; ? = inconclusive; · = not tested or not shown; [ ] = another dose, or the depositor's remark. The call rests on the fitted dose curve; in most records, active means well fitted curve in the direction sought with a large enough effect; inconclusive means small, poorly fitted or top-dose-only effect, or another doubt; inactive means no such curve, though single readings can be large; an effect the other way counts as inactive or inconclusive. Potency means the concentration at half of the fitted maximal effect. A portion of the library; count on the stated rates, not on these rows.
# Every second line gives: HepG2 viability	A549 viability	TGFb inhibitor	Nrf2 block	ATXN2 expr inh	ATXN viability	Nrf2 ARE act	EPAC2 antagonist	MCF10A rereplic
> O=C(N/N=C/c1ccccc1Cl)c1n[nH]c2c1CCCC2
    -33%	-3%	4%	·	·	i	0.6%	3%	-2%
> Cc1ccc(C)c(S(=O)(=O)Nc2cc3c4c(c2)CCC(=O)N4CCC3)c1
    -22%	0%	13%	?	6%	i	6.0%	-15%	4%
> Cc1ccc(S(=O)(=O)n2nc(OC(=O)c3cccs3)cc2N)cc1
    -14%	-1%	7%	?	-25%	i	0.4%	-1%	27%
> O=C(NC1CCS(=O)(=O)C1)c1ccc(Br)s1 (configuration not stated)
    -10%	-6%	14%	-1%	-8%	i	0.0%	4%	1%
> CC(C)Cc1ccc(CN2CCCC(NC(=O)Cn3cnnn3)C2)cc1 (configuration not stated)
    -33%	11%	-12%	24%	-27%	i	-0.9%	-13%	?
> O=c1c(-c2ccc(O)cc2)coc2cc(OC3OC(CO)C(O)C(O)C3O)cc(O)c12 (configuration not stated)
    0%	-2%	-5%	?	128%[activator]	i	2.9%	0%	0%
> COC(=O)NCc1cc2cc(Cl)ccc2[nH]1
    8%	-5%	1%	7%	-5%	i	-0.1%	3%	3%
> CN1C[C@@H]2C[C@@H](c3ccc(C#CC(C)(C)O)s3)N3CCC[C@@]23C1=O
    -6%	4%	6%	-9%	3%	i	-0.4%	0%	6%
> COc1ccc(OCC(O)CNCc2ccco2)cc1 (configuration not stated)
    12%	-3%	0%	7%	0%	i	0.2%	5%	0%
> CCOc1ccc(Nc2nnc(-n3nc(C)cc3C)c3ccccc23)cc1
    -2%	8%	?	16%	1%	i	0.5%	·	·
> Nc1nnc(CC(=O)Nc2ccccc2)s1
    -10%	3%	-1%	7%	2%	i	-0.2%	1%	-11%
> O=C(c1cccc(F)c1)N1CCN(C2CCCCC2)CC1
    -12%	?	-23%	-3%	-4%	i	0.1%	3%	-22%
> CCCn1cnc2cc(NC(=O)c3ccco3)ccc21
    -18%	2%	-15%	?	-36%	i	-1.5%	8%	0%
> CCCOC(=O)C1=C(C)NC(=O)NC1c1cccc2ccccc12 (configuration not stated)
    -70%	3%	-19%	?	-20%	i	0.4%	-3%	6%
> CSC1(SC2=NCCN2)SC2(NCCN2)S1
    -15%	7.3µM*	13µM*	8.2µM*	?	?	24%	-6%	3.7µM*

# Additional entries:
# Every second line gives: HepG2 viability	A549 viability	TGFb inhibitor	Nrf2 block	ATXN2 expr inh	ATXN viability	Nrf2 ARE act	EPAC2 antagonist	MCF10A rereplic
> O=C1NCCN(Cc2ccc(Cl)c(F)c2)C1CC(=O)N1CCCO1 (configuration not stated)
    1%	6%	2%	?	48%[activator]	i	-1.3%	5%	-10%
> COc1ccc(C(=O)NN/C(=N/S(=O)(=O)c2ccc(C)cc2)c2ccccc2)cc1
    -4%	-1%	0%	?	60%[activator]	i	0.3%	-16%	21%
> COc1ccc(-c2cc(-c3ccc(OC)cc3)c(C#N)c(SC)n2)cc1
    -20%	-19%	-7%	?	-18%	i	-0.2%	-6%	21µM*
> COc1ccc(-c2csc(Nc3ccc(S(=O)(=O)Nc4cc(C)on4)cc3)n2)cc1
    -27%	0%	38%[activator]	?	-2%	i	-0.4%	-4%	14%
> COCC(C)NC(=O)c1ccc(CN2CCc3ccccc3C2)cc1 (configuration not stated)
    -39%	18%	1%	-11%	·	i	0.5%	8%[57.1 µM]	-1%
> O=C(Nc1ccn(Cc2ccccc2)n1)c1ccc2c(c1)OCO2
    -4%	4%	-15%	18%	19%	i	0.0%	2%	0%
> Cc1ccc(-c2nn(CC(=O)NC3CCCC3)c3c2cnc2ccccc23)cc1
    4%	5%	-1%	34%	3%	i	0.5%	·	·
> CC(=O)Nc1cc(-c2cccnc2)cn2c(-c3cccc(C(F)(F)F)c3)cnc12
    -17%	·	-25%	·	-21%	i	1.8%	?	·
> N#CCCCCN1c2cccc3cccc(c23)S1(=O)=O
    -7%	-4%	-3%	-21%	-10%	i	0.7%	-2%	16%
> COc1cccc(NC(=O)[C@@H]2CCCN2C(=O)C2CCN(S(=O)(=O)c3ccc(C)cc3)CC2)c1
    3%	-10%	1%	-15%	2%	i	0.2%	13%	8%
> CCc1ccc(NC(=O)N2CCc3ccccc3C2)cc1
    7%	0%	7%	?	86%[activator]	i	1.7%	-1%	-1%
> O=C(O)Cc1ccc(C(=O)c2ccc(F)cc2)s1
    -7%	-5%	3%	-2%	5%	i	-0.9%	0%	-3%
> CC(CN1CCN(C)CC1)OC(=O)c1ccc(F)cc1 (configuration not stated)
    4%	0%	4%	3%	-12%	i	-0.1%	2%	0%
> Cc1oc2cc3oc(=O)c4c(c3cc2c1C)CCC4
    -34%	-7%	-6%	21%	18%	i	0.0%	2%	20%
> Cc1cc(C)n2nc(CNS(=O)(=O)c3ccc(F)c(C)c3)nc2n1
    -9%	8%	-13%	18%	-15%	?	0.2%	-4%	2%

# The list goes on:
# Every second line gives: HepG2 viability	A549 viability	TGFb inhibitor	Nrf2 block	ATXN2 expr inh	ATXN viability	Nrf2 ARE act	EPAC2 antagonist	MCF10A rereplic
> COc1ccc(CN(C)CC(=O)Nc2ccc(N3CCOCC3)cc2)cc1OC
    -24%	9%	0%	4%	1%	i	3.2%	3%	-6%
> COc1ccccc1CSc1nc2c(c(=O)n(C)c(=O)n2C)n1C
    -1%	0%	-3%	-11%	7%	i	5.2%	-10%	-3%
> COc1ccc(S(=O)(=O)N2CCOCC2)cc1NC(=O)c1ccc2c(c1)OCCO2
    54%	-5%	1%	-2%	-1%	i	0.0%	4%	-1%
> CC(C)C(=O)Nc1ccc2c(c1)oc1ccccc12
    -23%	1%	-5%	?	62%[activator]	i	6.6%	5%	-2%
> C=CCn1c(SCC#N)nc2ccccc2c1=O
    8%	-3%	8%	-9%	-1%	i	7.7%	11%[57.1 µM]	-10%
> O=C(Nc1ccc2c(c1)C(=O)OC2)c1ccc(Cl)cc1Cl
    -13%	-20%	12%	?	15%	i	2.6%	2%	-9%
> CCOc1ccc(NC(=S)N2CCC(c3ccc(C)cc3)C2)cc1 (configuration not stated)
    -24%	-5%	?	8%	-9%	i	-0.1%	2%	8%
> CCN(CC)C(=O)c1ccc(NS(=O)(=O)c2ccc(/C=C/C(=O)O)cc2)cc1
    -2%	-1%	9%	4%	6%	i	-0.3%	3%	-9%
> CC(=O)c1sc(-c2ccccc2)cc1NS(=O)(=O)c1ccc(C)cc1
    -42%	-9%	?	-17%	-7%	i	2.4%	-9%	12µM*
> Cc1ccc(-c2noc(CCC(=O)NC3CCCC3)n2)cc1
    -14%	0%	-29%	4%	-12%	i	1.7%	-8%	4%
> COc1ccc(-c2nnc(SCC(=O)N3CCc4ccccc4C3)o2)cc1
    -7%	-11%	-15%	·	-12%	i	-0.4%	1%	?
> Nc1ncccc1OCc1ccc(Br)cc1
    1%	0%	?	8%	36%[activator]	i	3.1%	-3%	20%
> CCCCC(=O)NC(c1ccc(N(C)C)cc1)c1ccc2cccnc2c1O (configuration not stated)
    -62%	-9%	?	?	?	?	-1.1%	8%	?
> O=C(c1ccc(CSc2nc3ccncc3n2Cc2cccc(F)c2)cc1)N1CCCCC1
    -30%	-12%	?	23µM*	-22%	i	-0.5%	·	·
> O=C(COc1ccc(S(=O)(=O)NC2CCCCC2)cc1)NCc1ccccn1
    -9%	10%	-3%	-1%	1%	i	0.0%	-10%	4%

# Some of these compounds in order of the TGFb inhibitor value, highest first.
canonical_smiles	TGFb inhibitor	EPAC2 antagonist
O=C(N/N=C/c1ccccc1Cl)c1n[nH]c2c1CCCC2	4%	3%
O=C1NCCN(Cc2ccc(Cl)c(F)c2)C1CC(=O)N1CCCO1 (configuration not stated)	2%	5%
CC(C)Cc1ccc(CN2CCCC(NC(=O)Cn3cnnn3)C2)cc1 (configuration not stated)	-12%	-13%

# (further entries)
# Every second line gives: HepG2 viability	A549 viability	TGFb inhibitor	Nrf2 block	ATXN2 expr inh	ATXN viability	Nrf2 ARE act	EPAC2 antagonist	MCF10A rereplic
> CN1C(=O)NC(c2ccccc2)C2=C1CN(c1ccc3ccccc3c1)C2=O (configuration not stated)
    3%	-3%	-1%	5%	1%	i	5.1%	-3%	-1%
> CCn1cc(C2=NOC(C(=O)Nc3ccc4c(c3)OCO4)C2)c(C)n1 (configuration not stated)
    -12%	4%	-24%	-28%	-17%	i	-0.3%	-5%	1%
> OCCN1CCN(c2ncnc3c2ncn3[C@H]2CN(Cc3cccc(C(F)(F)F)c3)C[C@@H](CO)O2)CC1
    -4%	·	30%	·	9%	?	-1.2%	11%	·
> Oc1ccccc1C1C=C(c2ccc3c(c2)OCO3)NC(c2c(F)cccc2Cl)N1 (configuration not stated)
    -87%	-14%	?	8%	·	·	·	·	·
> CCOc1ccccc1NC(=O)C1CCN(S(=O)(=O)c2ccc3c(c2)CC(C)N3C(C)=O)CC1 (configuration not stated)
    3%	0%	?	?	4%	i	-1.2%	·	·
> CC1=C(c2ccc(C)cc2)S(=O)(=O)N(Cc2ccc(C(=O)NCc3ccccc3F)cc2)C1=O
    -11%	11%	-4%	-28%	-12%	i	0.2%	·	·
> COC(=O)c1cc(C(=O)Nc2ccc(S(=O)(=O)NC(C)(C)C)cc2)cc([N+](=O)[O-])c1
    -10%	3%	-3%	?	-10%	i	0.0%	-16%	1%
> C=C(C)Cn1c2ccc(NC(=O)CCOCC)cc2c(=O)n1C
    0%	·	15%	·	-1%	i	-1.0%	-12%	·
> CC(C)(C)c1ccc(-c2noc(CNC(=O)c3ccco3)n2)cc1
    -4%	-12%	-2%	-10%	14%	i	3.0%	-20%	-5%
> C=CCn1c(COc2ccc(Cl)cc2)nnc1SCC(=O)N/N=C/c1cccc(O)c1
    -1%	3%	?	·	-14%	?	4.3%	-2%	7%
> Cn1c(N)c(C(=O)COC(=O)Cc2ccsc2)c(=O)n(C)c1=O
    -14%	4%	0%	3%	-8%	i	-0.6%	-7%	15%
